Source: PubChem
PhoP GFP inhibition: Inhibition of PhoP regulon, Salmonella typhi GFP reporter cells, confirmation, 4 h (AID 1850). Salmonella Typhi PhoP-promoter GFP reporter, fluorescence, 4 h; higher % means a stronger effect. one-dose inhibition, % at 50 µM; IC50 in µM for titrated hits. 310,000 tested, 0.33% active; in the data active means a potency from the dose series; inconclusive means inhibition mostly from about 25% at the one dose, without a potency; inactive means the rest, 99 in 100 with inhibition below about 19%;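 further: 0% = induced wells with vehicle and 100% = uninduced wells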
influenza NS1A: H1N1 influenza NS1A inhibitors, functional cell based assay (AID 504329). NS1A functional cell-based assay, percent inhibition; higher % means a stronger effect. one-dose inhibition, % at 12.5 µM; IC50 in µM for titrated hits. 340,000 tested, 0.3% active; in the data active means a potency from the dose series; inconclusive means inhibition above about 27% without an active follow-up result; further: strong numbers were not always called active
M. tuberculosis: growth inhibition of non-replicating M. tuberculosis (AID 488890). Mycobacterium tuberculosis non-replicating, growth inhibition; higher % means a stronger effect. one-dose inhibition, % at 25 µM; IC50 in µM for titrated hits. 320,000 tested, 0.39% active; in the data active means a potency from the dose series; inconclusive means inhibition mostly from about 82% at the one dose, without a potency; inactive means the rest, 99 in 100 with inhibition below about 76%;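 further: plate controls were DMSO cells for no effect and high antibiotic wells for full effect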
inhibitors of VEEV: inhibitors of VEEV TC-83 cytopathic effect, confirmation, Vero cells (AID 588727) | 350,000 tested, 0.13% active | inhibition, % at 20 µM; hits with a dose series show IC50 in µM | Vero cells, VEEV TC-83 cytopathic effect inhibition; higher % means a stronger effect; in the data active means a potency from the dose series; inconclusive means inhibition mostly from about 14% at the one dose, without a potency; inactive means the rest, 99 in 100 with inhibition below about 12%; further: strong numbers were not always called active
H37Rv inhibition: M. tuberculosis growth inhibition, HTS (AID 449762) | M. tuberculosis H37Rv growth inhibition, 7H9 media; higher % means a stronger effect | inhibition, % at 25 µM, or IC50 in µM where a hit was titrated | 330,000 tested, 0.59% active; in the data active means a potency from the dose series; inconclusive means inhibition above about 70% without an active follow-up result;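 further: bacterial growth assessed after seven days of incubation; strong numbers were not always called active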
Active calls of the source: *; i = inactive; ? = inconclusive; · = not tested or not shown; & = joins results of further samples.

smiles | H37Rv inhibition | influenza NS1A | M. tuberculosis | PhoP GFP inhibition | inhibitors of VEEV
CC(C)CNC(=S)NNC(=O)c1ccco1 | 0% | -1% | -4% | 3% | 3.8%
CCCc1cc(=O)oc2cc(C)cc(OC(C)C(=O)NCCCN3CCOCC3)c12 (stereo not given) | 4% | -9% | -8% | 3% | i
Cc1cc(-c2nnc(CSc3nnc(NC(=O)c4ccc(C(C)(C)C)cc4)s3)o2)ccc1[N+](=O)[O-] | -17% | -2% | -3% | 9% | 0.8%
O=C(O)CSCC(=O)N1CCCN(c2nc3ccc(Cl)cc3s2)CC1 | -2% | 1% | -6% | -2% | 3.6%
CCOC(=O)c1c(CN(CC)CC)n(-c2ccccc2)c2ccc(O)cc12 | 6% | -8% | -4% | -2% | i
CC(C)C(=O)Nc1oc(-c2ccccc2)cc1C#N | -5% | 1% | -3% | -2% | 2.2%
CCn1c(C)nc2c(C)[n+](CC(=O)c3ccc(Br)cc3)ccc21 | -7% | 12% | -5% | -1% | i
CCC(=O)Nc1ccc(/C(C)=N\NC(=O)c2ccc(OC)cc2)cc1 | 6% | -1% | 20% | -1% | 0.9%
Cc1nc2ncnn2c(C)c1CCC(=O)Nc1ccc(S(=O)(=O)N2CCCCCC2)cc1 | 8% | 4% | 20% | -13% | 2.7%
Cc1ccc2cc(CCNC(=O)C(C)C)c(=O)[nH]c2c1 | -13% | 0% | · | -2% | 13%
Cc1ccccc1OCCC(=O)Nc1cc(S(=O)(=O)N2CCOCC2)ccc1OC(C)C | -5% | -7% | 14% | -5% | 5.9%
CC1C(=O)N2CCCc3cc(NS(=O)(=O)c4ccc(F)cc4)cc1c32 (stereo not given) | 7% | -6% | 13% | 8% | 2.9%
CCC(C)(C)n1nnnc1CN1CCC(O)(c2cccc(C(F)(F)F)c2)CC1 | 3% | -7% | 12% | -6% | 0.4%
COC(=O)N/N=C/c1ccc(-c2cc(Cl)cc(Cl)c2)o1 | 11% | -5% | 1% | 8% | 1.9%
COc1ccc(-c2cccc(-c3cc(=O)oc4cc(OC)cc(OC)c34)c2)cc1 | · | 3% | · | · | 9.2%
C[C@@H]1CC[C@@]2(O[C@@H](CCO)C[C@@H](O)[C@@H]2O)O1 | 4% | -8% | -9% | -4% | 6.1%
CC(C)CN(C(=O)CSc1nc2ccccc2[nH]1)C1CCS(=O)(=O)C1 (stereo not given) | -1% | -5% | 4% | · | 2.4%
CCc1cc2c(SCC(=O)Nc3ccc(Cl)cn3)ncnc2s1 | · | 2% | · | · | 2.2%
CC(=O)N1CCN(CC(=O)Nc2ccc([N+](=O)[O-])cc2Br)CC1 | -4% | -1% | 11% | -2% | 1.3%
CCN(CC)C(=O)c1cnn(-c2ccccc2)c1NC(=O)c1cccc(F)c1 | -4% | -3% | -3% | -6% | 1.0%
Cc1cccc(CCNc2nc3ccc(C)cc3n3cnnc23)c1 | 2% | 0% | 2% | -3% | 0.8%
COc1ccc(OC)c(-c2csc(N(C)C(=O)Cc3ccccc3)n2)c1 | 5% | -2% | 25% | 8% | 2.3%
COc1ccc(NC(=O)Cc2ccccc2)cc1 | 3% | 7% | -2% | -4% | 1.6%
CC1(c2ccccc2)NC(=O)N(CC(=O)NCc2ccc3c(c2)OCO3)C1=O (stereo not given) | -1% | 6% | 10% | 12% | 0.2%
CC(NC(=S)NCCCN1CCOCC1)C1CC2CCC1C2 (stereo not given) | · | -3% | · | · | i
CCOCCCNC(=O)C1CCN(S(=O)(=O)CC)CC1 | -3% | 5% | 0% | -4% | i
CO/N=C(\C(=O)N[C@@H]1C(=O)N2C(C(=O)O)=C(COC(C)=O)CS[C@H]12)c1csc(N)n1 (stereo in doubt) | -3%&-11%&-8% | 5%&2%&0% | -13%&20%&13% | -6% | 2.1%&0.6%&0.8%
OC(COc1ccc2c(c1)OCO2)CN1CCCC1 (stereo not given) | 11% | 4% | 11% | -14% | 1.0%
Cc1nn(C)c(C)c1/C=C1/SC(=S)NC1=O | -2% | 25% | -5% | 2% | i
Cc1ccc(Cl)cc1N1CCN(C(=O)C2CCN(S(C)(=O)=O)CC2)CC1 | -4% | 3% | 26% | -2% | 0.6%
CCN(C(=O)COC(=O)CCOc1ccccc1C)c1c(N)n(Cc2ccccc2)c(=O)[nH]c1=O | · | -4% | · | · | 0.6%
CC(C)CN(Cc1cc(=O)oc2cc3c(cc12)CCCC3)CC(C)C | 1% | -19% | 16% | 4% | i
CCOc1ccc(CCNC(=O)c2cc(=O)[nH]c3ccc(S(=O)(=O)N(CC)CC)cc23)cc1OCC | 9% | 3% | 1% | -9% | 0.7%
Cc1ccc2cccc(OC(=O)c3ccc4c(c3)OCCO4)c2n1 | -7% | -14% | ? | -8% | i
COc1ccc(C(=O)N/C(=C\c2cn(C)c3ccccc23)C(=O)N2CCOCC2)cc1OC | 9% | 3% | 7% | 4% | 0.9%
CC(=O)Nc1cc2c(=O)n(Cc3ccccc3)c(C)nc2cc1N1CCOCC1 | -4% | 16% | -5% | 1% | 0.5%
Cc1cccc(C)c1NC(=O)CS(=O)CC(=O)NCCCc1ccccc1 (stereo not given) | -5% | -1% | -11% | -11% | 1.5%
O=C(NCC(=O)N1CCN(c2ncccn2)CC1)c1ccc(F)cc1 | 4% | -6% | 22% | · | 3.2%
CCC(=O)N(c1ccc(F)cc1)C1C=CS(=O)(=O)C1 (stereo not given) | -5% | -5% | -4% | -1% | i
COCCCn1cnnc1SC(C)C(=O)Nc1ccc(S(=O)(=O)N2CCOCC2)cc1 (stereo not given) | -3% | 0% | -15% | · | 1.0%
Cc1ccc2c(c1)c(-c1ccccc1)nc1nnnn12 | -5% | -3% | -5% | -5% | 1.5%
CC1CN(CCCCSc2ccccc2)CC(C)O1 (stereo not given) | 1% | -2% | -7% | 9% | 0.2%
CN1C(=O)N(C)C2(c3ccccc3)N(C)C(=O)NC12c1ccccc1 (stereo not given) | -1% | 3% | ? | -1% | 4.1%
COc1ccc(-n2c(C)nc3c(cnn3-c3ccc(C)cc3)c2=O)cc1 | 7% | 1% | 67% | -7% | 0.7%
Cc1ccc([N+](=O)[O-])cc1N1C(=O)CS/C1=N\NC(=O)c1cccnc1 | 11% | -1% | 9% | -15% | 0.4%
COc1ccc(C(=O)O)cc1S(=O)(=O)NCc1ccccn1 | -2% | -16% | -3% | 5% | 0.3%
COc1cccc(C(=O)Nc2ccc(N3CCN(Cc4ccccc4)CC3)cc2)c1 | 2% | 10% | 34% | 4% | 1.9%
COc1ccc(CC(=O)NNc2ncnc3c2cnn3-c2ccccc2)cc1 | 2% | -6% | -19% | -6% | 0.4%
CCc1ccccc1NC(=O)[C@@H]1CCC(=O)N1C1OC(=O)c2c1ccc(OC)c2OC (stereo not given in full) | -16% | 3% | -8% | 13% | 0.2%
c1cc(-c2nnn(CCOCCn3nnc(-c4ccncc4)n3)n2)ccn1 | 2% | -12% | -15% | -1% | i
CN(C)CCCNC(=O)c1ccc(Cl)c(S(=O)(=O)N2CCCCCC2)c1 | 1% | -8% | · | · | 2.5%
CN(Cc1ccccc1F)C(=O)CN1C(=O)NC2(CCc3ccccc32)C1=O (stereo not given) | · | 0% | · | · | 1.6%
Cc1cc(C)c(OCCCNCc2ccccc2)c(Br)c1 | 1% | 2% | 79% | 14% | i
COc1ccc(C2NC(=O)C(C#N)=C(S)N2c2ccccc2)cc1OC (stereo not given) | 1% | 4% | 10% | -4% | i
COCCCNC(=S)NC1CC2CCCC(C1)N2Cc1cccs1 (stereo not given) | -3% | 1% | -15% | -6% | 0.2%
CCOC(=O)C1C(=O)CC(C)(O)C(C(=O)OCC)C1c1ccc(SC)cc1 (stereo not given) | -6% | 0% | -22% | -9% | i
Cc1nc(CSc2nnc3scc(-c4ccccc4)n23)cs1 | -9% | -8% | -2% | 4% | 0.8%
O=C1C(Cl)=C(N2CCN(Cc3ccccc3)CC2)C(=O)N1c1ccccc1 | 31% | 0% | 15% | -25% | 0.3%
CC(=O)c1ccc(NC(=O)COC(=O)c2ccccc2Sc2ccccc2C#N)cc1 | -5% | -7% | 7% | -10% | 1.2%
CC(NC(=O)c1cccc(S(=O)(=O)N2CCN(Cc3ccccc3)CC2)c1)c1ccccc1Cl (stereo not given) | · | 1% | · | · | 3.8%

Some of these compounds in order of molar mass, smallest number first.
smiles | H37Rv inhibition | influenza NS1A | M. tuberculosis | PhoP GFP inhibition | inhibitors of VEEV
Cc1nc(CSc2nnc3scc(-c4ccccc4)n23)cs1 | -9% | -8% | -2% | 4% | 0.8%
Cc1cc(C)c(OCCCNCc2ccccc2)c(Br)c1 | 1% | 2% | 79% | 14% | i
COCCCNC(=S)NC1CC2CCCC(C1)N2Cc1cccs1 (stereo not given) | -3% | 1% | -15% | -6% | 0.2%
O=C1C(Cl)=C(N2CCN(Cc3ccccc3)CC2)C(=O)N1c1ccccc1 | 31% | 0% | 15% | -25% | 0.3%
CN(C)CCCNC(=O)c1ccc(Cl)c(S(=O)(=O)N2CCCCCC2)c1 | 1% | -8% | · | · | 2.5%

Following part.
smiles | H37Rv inhibition | influenza NS1A | M. tuberculosis | PhoP GFP inhibition | inhibitors of VEEV
Cc1cccc(C(=O)NCC(=O)OCC(=O)c2ccc(Br)s2)c1 | 1% | -4% | 4% | · | 2.0%
CC1C(=O)Nc2ccc(S(=O)(=O)N3CCN(c4ccccc4F)CC3)cc2NC1=O (stereo not given) | 0% | 2% | 30% | -1% | i
COc1ccc(CNC(=O)c2ccc(NS(=O)(=O)c3c(C)noc3C)cc2)cc1 | -1% | 7% | 15% | 4% | i
CC(C)(C)C(=O)Nc1nc(C2CCCN2S(=O)(=O)c2ccc(Cl)cc2)cs1 (stereo not given) | -6% | -21% | -2% | 1% | 1.6%
Cn1cc(-c2ccccc2C(N)=O)c(=O)c2ccccc21 | 7% | -1% | -8% | -15% | 0.5%
CC(OC(=O)c1ccc(C(C)(C)C)cc1)C(=O)NC1CCCCC1C (stereo not given) | 3% | -7% | 11% | -8% | i
Cc1ccccc1C(=O)N1CCC(C(=O)N2CCCc3ccccc32)CC1 | 1% | -7% | -6% | · | 1.2%
COc1ccc(/C=C2/SC(=S)NC2=O)cc1OCc1ccccc1 | ? | 16% | 78% | -8% | 2.0%
CC(NS(=O)(=O)c1ccc([N+](=O)[O-])cc1)C(c1cccs1)N1CCOCC1 (stereo not given) | 5% | -1% | -15% | -3% | i
O=C(c1cc(=O)[nH]c2ccccc12)N1CCN(c2ccc([N+](=O)[O-])cc2)CC1 | 6% | -15% | 4% | 7% | 2.0%
Cc1n[nH]c(=O)nc1N/N=C/c1ccc(O)c([N+](=O)[O-])c1 | 3% | 3% | 38% | -4% | i
Cc1cccc(NC(=O)c2ccccc2[N+](=O)[O-])n1 | -3% | 8% | 6% | 1% | 0.2%
CC(CN1CCN(c2ccccc2)CC1)c1ccccc1 (stereo not given) | 2% | 15% | 18% | -3% | 2.3%
Cc1ccc(-c2ccc(OCC(=O)N3CCOCC3)cc2)cc1 | 30% | 5% | 54% | -14% | i
COC(c1ccccc1)(c1ccccc1)C(Oc1nccc(C)n1)C(=O)O (stereo not given) | 4% | -2% | -5% | -11% | 0.2%
O=C(NCc1ccccc1)N1CCC(c2nc3ccccc3[nH]2)CC1 | 3% | 3% | 5% | -2% | 2.2%
COCCNC(=O)[C@H]1N2C(=O)c3ccccc3C2SC1(C)C (stereo not given in full) | 3% | -6% | 2% | 1% | i
O=C(Nc1nc(-c2ccccn2)cs1)c1ccccc1-n1cnnn1 | ? | 5.4µM* | ? | 1% | 11%
Cc1ccc(-c2noc(CN3CCN(c4ccccc4F)CC3)n2)cc1 | -6% | 8% | · | -18% | 1.2%
COCCn1c(C)cc(/C=C2\NC(=S)N(C)C2=O)c1C | 7% | 5% | 12% | -5% | 1.8%
CC(=O)NC1CCN(CC(=O)Nc2cccc([N+](=O)[O-])c2)CC1 | 0% | -10% | -12% | 2% | 1.1%
CCC(C)(C)NC(=O)c1ccc2c(c1)OCCO2 | -6% | 6% | 13% | 9% | i
CCN(CC)S(=O)(=O)c1ccc(NC(=O)[C@@H](NC(=O)c2cc(OC)cc(OC)c2)C(C)C)cc1 | 18% | -7% | -11% | 8% | 3.4%
Cc1c(C(=O)N2CCCCC2C)sc2nc3n(c(=O)c12)CCC3 (stereo not given) | 1% | 3% | 9% | -7% | 2.6%
Cc1cccc(C)c1OCCn1nc(C(=O)O)c2ccccc2c1=O | 5% | 1% | 6% | -16% | ?
O=C(/C=C/c1ccc(Cl)cc1)NC1CC2CCC1C2 (stereo not given) | ? | 2% | 44% | 3% | i
